# Assay outcomes as filed in PubChem BioAssay.
# CaV13 ICDI inh – Primary screen for inhibitors of IQ motif and Ca2+-dependent inactivation inhibitor domain binding in CACNA1D, Förster resonance energy transfer in living cells, …; HEK cells, CFP/YFP FRET ICDI-IQ, plate reader, 10 min; percent FRET-ratio fall versus neutral wells; inhibition, % at 12.3 µM; 340,000 compounds, 0.098% hits; AID 743397;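 active means mean replicate inhibition of at least 30% and at least 1% of replicates passing that level; inconclusive means only one of the two criteria is met; inactive means neither criterion is met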;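 further: 0% = median of the neutral control wells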
# iPSC survival up – increases survival of single human iPS cells; hiPSC single-cell survival, ATPlite luminescence; 100% = ROCK inhibitor wells, 0% = DMSO; survival enhancement, % at 20 µM; 360,000 compounds, 0.044% hits; in the data active means survival enhancement above about 18%;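 further: cells exposed to compounds for 16 hours before the ATP read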
# MITF TRPM1 inh – MITF TRPM1 promoter inhibition in SK-MEL-5 cells; SK-MEL-5 TRPM1 promoter luciferase, 24 h; AID 488899; inhibition, % at 12.5 µM; 330,000 compounds, 0.83% hits;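 active means mean inhibition across replicates of 60% or more, whatever share of single replicates reaches that level; inconclusive means some that reach 60%, reason not given; inactive means mean inhibition across replicates below 60%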; further: values of inactives mirror those of a sister screen read the other way
# m5-HT2A agonist – activates the mouse 5-HT2A serotonin receptor. P35363. 360,000 compounds, 0.66% hits. CHO-K1 mHTR2A beta-arrestin complementation, luminescence; percent of 30 µM serotonin response. activation, % at 7.6 µM;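 active means activation above a run cutoff, the mean activation of all tested compounds plus 3 SD, cut at about 14% in these data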;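 further: 0% = plate median of compound wells and 100% = 30 µM serotonin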
# Target sequence (P35363 whole entry, looked up): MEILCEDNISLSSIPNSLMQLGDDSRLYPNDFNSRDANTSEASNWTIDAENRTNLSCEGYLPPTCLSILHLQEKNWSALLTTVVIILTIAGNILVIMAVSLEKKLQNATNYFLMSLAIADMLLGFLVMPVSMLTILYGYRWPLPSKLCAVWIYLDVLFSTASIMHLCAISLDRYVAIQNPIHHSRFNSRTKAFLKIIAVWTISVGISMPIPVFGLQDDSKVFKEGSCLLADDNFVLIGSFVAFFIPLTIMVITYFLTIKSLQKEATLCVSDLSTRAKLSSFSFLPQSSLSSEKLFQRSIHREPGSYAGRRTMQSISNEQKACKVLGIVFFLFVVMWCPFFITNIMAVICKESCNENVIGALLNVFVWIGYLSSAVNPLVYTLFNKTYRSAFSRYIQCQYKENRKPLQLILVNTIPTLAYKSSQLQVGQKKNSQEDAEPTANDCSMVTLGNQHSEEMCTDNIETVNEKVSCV
# HIF-2a block – blocks HIF-2a reporter activity. 786-0 RCC cells HIF-2a reporter, luciferase luminescence, overnight. inhibition, % at 18.8 µM. 360,000 compounds, 0.72% hits. AID 624352;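 active means inhibition of the luminescence signal of 40% or more relative to plate controls, in a single-dose primary screen at 18.75 µM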
# NR2E3 ag-1 – agonists of human nuclear receptor NR2E3; 320,000 compounds, 0.12% hits; GST-NR2E3/biotin-RetCOR TR-FRET, 1536-well; AID 2300; inhibition of corepressor binding, % at 4.78 µM; Q9Y5X4;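 active means percent inhibition above the cutoff of mean plus 3 SD of all tested compounds, set per screening campaign, cut at about 20% in these data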;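 further: 0% = DMSO wells and 100% = biotin wells as full block of FRET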
# Target sequence (Q9Y5X4 whole entry, looked up): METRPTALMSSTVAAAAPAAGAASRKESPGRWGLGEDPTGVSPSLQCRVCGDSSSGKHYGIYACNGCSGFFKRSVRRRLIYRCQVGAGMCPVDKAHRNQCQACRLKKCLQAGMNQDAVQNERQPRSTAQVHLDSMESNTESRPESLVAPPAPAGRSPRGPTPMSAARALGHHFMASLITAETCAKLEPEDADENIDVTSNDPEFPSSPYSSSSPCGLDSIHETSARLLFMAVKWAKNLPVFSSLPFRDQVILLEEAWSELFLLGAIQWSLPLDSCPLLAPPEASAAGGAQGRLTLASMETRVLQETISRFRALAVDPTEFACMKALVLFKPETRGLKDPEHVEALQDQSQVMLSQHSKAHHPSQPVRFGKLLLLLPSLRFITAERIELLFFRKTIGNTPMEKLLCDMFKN
#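 Assay system: NR2E3–RetCOR corepressor complex. Quantity: 1.35 nM GST-NR2E3. Buffer or medium: pH 7.5 Tris-based buffer. Reagent: biotinylated RetCOR corepressor at 7 nM final. Schedule: 5 h at 4 °C. Detection: TR-FRET, emission read at 617 and 671 nm. Replicates: one well per compound, singlicate testing.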
# Shn3 3UTR inh – reduces Shn3 3'UTR luciferase signal in osteoblasts; Clone20 osteoblast Shn3 3'UTR firefly luciferase, 24 h; inhibition, % at 12.5 µM; 360,000 compounds, 0.52% hits; AID 588674;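 active means mean inhibition of at least 75% with every replicate also reaching 75%; inconclusive means mean inhibition at least 75% but some replicate below; inactive means mean inhibition below 75%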;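 further: 0% = median of neutral control wells and 100% = pilot-screen positive control compound; some compounds past the cut are filed as inactive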
# H9c2 protect – modulators protecting cardiomyocytes from myocardial damage; H9c2 cardiomyocytes, H2O2 injury protection, ATPLite, 2 h; protection from H2O2 cell death, % at 20 µM; 360,000 compounds, 0.63% hits;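 active means compounds giving at least 50% protection of heart cells from peroxide-induced death in the single-dose screen, raw or plate-pattern-corrected value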;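 further: 0% = DMSO wells with peroxide and 100% = DMSO wells without peroxide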
# PDI inh – blocks human protein disulfide isomerase activity; PDI insulin aggregation turbidity, A650, 90 min; inhibition, % at 10 µM; P07237; 350,000 compounds, 0.052% hits; AID 588391;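 active means mean inhibition across replicates of 30% or more, whatever share of single replicates reach that level; inconclusive means mean inhibition below 30% while every single replicate reaches 30%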;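 further: absorbance from insulin aggregation driven by PDI reduction with DTT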
# NR2E3 ag-2 – agonists of human NR2E3 nuclear receptor; Q9Y5X4; 360,000 compounds, 0.35% hits; AID 602229; inhibition of corepressor binding, % at 3.98 µM; CHO-S Gal4-NCOR/VP16-NR2E3 two-hybrid, luciferase;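 active means inhibition above the mean of all tested compounds plus 3 SD, cut at about 70% in these data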;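 further: 0% = DMSO with NR2E3 transfected cells and 100% = cells lacking NR2E3 construct; higher means lower luciferase signal from less NR2E3 corepressor binding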
# Peg3 promoter – Peg3 promoter activity inhibition. HeLa PEG-Prom luciferase reporter, luminescence, overnight. inhibition, % at 20 µM. 360,000 compounds, 1.7% hits;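 active means inhibition of at least 50% at 20 µM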
# The depositor's hits bear a star; u = inconclusive; x = not tested or not shown.
SMILES,CaV13 ICDI inh,iPSC survival up,MITF TRPM1 inh,m5-HT2A agonist,HIF-2a block,NR2E3 ag-1,Shn3 3UTR inh,H9c2 protect,PDI inh,NR2E3 ag-2,Peg3 promoter
Cc1cc(C)c(NC(=O)COC(=O)C2CCN(c3ccc(C(F)(F)F)cn3)CC2)c(Cl)c1,-7,-0.5,-3,7,1,2,-14,-2,5,-15,-6
CCOc1ccc(C(=O)Nc2cc(C)ccn2)cc1,-4,-2.5,33,-1,6,0,11,-28,-2,-113,38
COc1ccc(Cl)cc1NC(=O)N1CCN(CCc2ccccc2)CC1,-8,2.0,-1,-2,5,4,24,2,16,-12,10
COC(=O)c1ccc(NCc2cc(O)ccc2O)cc1O,-6,0.3,-6,0,4,x,70,-15,-2,13,-11
O=C(O)CCc1ccc(-c2ccc(F)cc2)n1CCC(=O)O,-9,0.3,4,1,6,6,-5,5,-1,-6,-2
O=C(Nc1cc(C(=O)N2CCCC2)ccc1N1CCCC1)c1ccccc1F,-9,-0.2,27,6,-14,0,16,9,3,-36,-1
Oc1ccc(N=Cc2ccc(-c3cccs3)s2)cc1,-3,7.0,5,2,4,-2,10,-10,23,-30,-39
O=C(CCC(=O)Nc1cccc2ccccc12)N/N=C/c1ccco1,-3,-0.7,9,-1,-1,-3,6,3,-3,-15,1
O=C(CCNS(=O)(=O)c1ccc(Br)cc1)NC1CCC(O)CC1 (stereo unspecified),-4,-0.5,9,13,5,3,1,1,19,1,0
CC1CCCC(C)N1C(=O)COC(=O)Cc1ccc(Cl)cc1 (stereo unspecified),-4,0.2,-3,-3,6,5,-1,4,-4,16,0
COc1ccccc1N(CC(O)CN1CCC(C)CC1)S(=O)(=O)c1ccccc1 (stereo unspecified),-5,0.0,-14,-12,8,5,4,5,-1,2,-10
Cc1ccccc1CSc1ccc2nnc(-c3ccccn3)n2n1,-16,-0.7,-13,-4,16,-6,5,15,-2,-12,7
COc1ccc(CCNc2ccc(C(CC(N)=O)NC(=O)c3cc(OC)ccc3OC)cc2[N+](=O)[O-])cc1 (stereo unspecified),-10,-0.2,5,-1,24,2,2,3,-6,24,2
Cc1ccc(-c2cn(-c3ccc(SC(F)F)cc3)c3[n+]2CCC3)cc1,-7,-2.4,u,-4,11,-5,77,-21,0,3,5
Cc1ccc(Cc2c(C3CCCCC3)nc3c4ccccc4ccn23)cc1,-9,-1.1,x,-7,-65,x,-35,-5,x,-14,-138
CCCC[C@H]1COCCS(=O)(=O)N1Cc1ccc(C)cc1,-10,-3.5,-7,4,-11,1,8,-8,0,23,5
CC1=NN(c2ccccc2)C(=O)/C1=C/c1ccc[nH]1,-5,-1.3,-14,2,-174,-3,-72,-7,2,-10,-180
CCc1nnc(NS(=O)(=O)c2ccc(NC(=O)c3ccccc3C)cc2)s1,-2,0.1,9,-2,-5,1,x,-4,-1,-11,-4
O=C(CC1Sc2ccccc2NC1=O)NNc1ccc(Cl)cc1Cl (stereo unspecified),-9,-0.9,7,0,-9,x,7,2,-3,31,47
COC(=O)c1ccccc1NC(=O)C1CCCC1,-3,4.3,1,-4,-4,-1,-18,2,-2,-14,8
COc1ccc(S(=O)(=O)Nc2cccnc2)c(C)c1C,-3,-0.1,1,8,16,2,-10,6,4,-3,10
COC(=O)C1=C(C)N(CCCC(=O)O)C(=O)NC1c1ccc(C(F)(F)F)cc1 (stereo unspecified),-9,-0.7,3,7,9,0,-8,-5,9,-11,-7
O=C1CC(c2ccccc2)CC(=O)N1c1ccccc1,-13,-0.1,0,2,15,-2,-2,2,-6,-26,4
CCNC(=O)O/N=C(\C)c1sc(-c2ccccc2)nc1C,x,-1.4,-68,-2,-235,-1,-61,-12,-6,-35,-192
COc1cc(C(=O)NCCOc2ccc(Cl)cc2)ccc1OCc1c(C)noc1C,-5,-0.3,9,4,5,1,10,-4,-4,-6,3
Fc1ccc(C(c2nnnn2C2CCCC2)N2CCN(Cc3ccccc3)CC2)cc1 (stereo unspecified),-4,0.0,-7,-4,1,x,7,0,12,7,15
CC(=O)c1ccccc1OC(=O)c1ccc([N+](=O)[O-])o1,-2,0.7,16,5,7,-3,10,47,10,12,19
COc1ccc(N2CCN(c3cncc(C)n3)CC2)cc1,-7,-1.3,x,12,-87,x,-20,-1,-1,-23,-57
COC(=O)c1ccc2nc(-c3ccc(C)cc3)c(Cc3ccc(OC)cc3C)n2c1,-5,-0.5,x,-3,-28,x,x,x,x,-22,x
Nc1nc(SCCN2C(=O)c3ccccc3C2=O)n[nH]1,-3,0.4,-5,3,24,6,3,1,-3,-10,8
COc1ccc(CNc2nc(C)cc(C)c2C#N)cc1,-6,-0.6,2,1,1,5,-10,-8,-17,15,7
COc1ccc(OCC(O)CN(C)C(=O)/C=C/c2cccc([N+](=O)[O-])c2)cc1 (stereo unspecified),-5,3.3,-21,2,10,3,4,3,-7,-10,-1
Cc1cc(=O)n(C)c2ccccc12,-2,-0.3,-1,2,10,1,-8,3,0,1,3
Cc1ccc(NS(=O)(=O)c2ccc3[nH]c(=O)[nH]c3c2)cc1,-2,-0.2,4,-10,1,-2,-2,-8,-3,-10,-11
O=c1[nH]cc(CCc2ccccc2)c(=O)[nH]1,-11,-3.2,x,1,1,x,-1,-1,-16,-14,4
O=c1c[n+]([O-])c2ccccc2n1OCc1ccccn1,-5,2.5,9,1,1,1,12,12,6,-4,-7
COc1cc(C(C)=O)ccc1OCC(O)CN1CCN(c2ccccn2)CC1 (stereo unspecified),1,-0.1,-3,23*,9,3,3,0,0,14,6
Cc1ccc(NC(=O)Cc2nc(-c3c[nH]c(C(=O)N4CCCC4)c3)cs2)c(C)c1,-6,0.3,28,10,2,2,4,3,-3,-29,11
CC(C)CN(C(=O)COC(=O)c1c(Cl)ccc(Cl)c1Cl)C1CCS(=O)(=O)C1 (stereo unspecified),-2,-0.8,17,0,25,0,5,3,1,-10,27
COC(=O)c1sc2ncccc2c1OCc1ccc(Cl)cc1Cl,-5,1.0,0,3,-2,0,10,-12,-1,4,25
O=C1c2ccccc2-c2cccc(C(=O)N3CCN(C(=O)c4ccccc4)CC3)c21,-6,0.1,-7,-2,-1,0,-15,9,-13,-3,11
O=C(COC(=O)C1CCN(S(=O)(=O)c2ccc(Cl)c(C(F)(F)F)c2)CC1)NCC1CCCO1 (stereo unspecified),-12,1.8,x,0,-5,x,4,7,-44,5,14
CC1=NN(C(=O)Cc2ccc([N+](=O)[O-])cc2)C(O)(c2ccccc2)C1 (stereo unspecified),-5,1.7,9,0,13,6,17,6,0,-5,3
Nc1[nH]c(C(=O)c2ccccc2)c(-c2ccccc2Br)c1C(=O)NCc1ccc(-c2ccccc2)cc1,-11,0.3,x,-4,-30,x,x,x,x,-8,x
CCOc1ccc(-n2c(=O)c3c4c(sc3n(CC(=O)NCC3CCCO3)c2=O)CCCC4)cc1 (stereo unspecified),-1,1.0,-9,4,17,-6,7,4,9,-54,-1
O=C(CCCCCC(=O)N(CCO)CCO)N(CCO)CCO,x,-2.5,9,0,9,6,-14,3,5,-44,10
COc1ccccc1CNC(=O)COC(=O)CSc1ccc(F)cc1,-2,-0.3,-11,-1,1,-2,-15,5,10,32,-9
Cc1ccc(NC(=O)C2=CCN(S(=O)(=O)c3ccc(F)cc3)CC2)cc1,8,1.3,2,-2,-7,2,15,0,-2,-18,5
O=[N+]([O-])c1cccc(/C=C/c2nc[nH]c2[N+](=O)[O-])c1,-6,0.8,-2,1,-68,0,4,-3,-1,23,-21
CSc1ccc(CN(C)CC(=O)Nc2ccc(NC(C)=O)cc2)cc1,-2,1.4,-3,-5,10,3,1,-1,2,4,7
CSCCC(NC(=O)c1ccccc1Cl)C(=O)N1CCN(C(C)=O)CC1 (stereo unspecified),-2,0.3,x,-4,9,-6,-1,-4,-4,-10,5
OCC1(CCc2ccccc2)CCN(Cc2ccccc2Cl)CC1,-3,-0.6,2,-7,17,3,10,4,6,5,9
CCCCC1(c2ccc(F)cc2)NC(=O)N(CC(=O)N2CCN(C(=O)c3ccco3)CC2)C1=O (stereo unspecified),x,0.0,1,-1,17,0,2,2,2,4,7
O=[N+]([O-])c1ccc2n[nH]nc2c1,-4,-1.3,4,-3,12,1,-6,1,3,-27,9
Cc1ccc(C(=O)Nc2nc(-c3ccccn3)cs2)cc1S(=O)(=O)N1CCOCC1,-5,0.6,54,2,2,3,90*,73*,-2,27,37
O=S1(=O)N=C(c2ccccc2)c2ccccc21,-5,-0.3,-3,2,-2,4,-36,-3,6,-1,-35
O=C(CCC(=O)c1cccs1)NCc1ccccc1Cl,-7,-0.6,-20,0,-53,x,1,-1,1,-23,-18
COc1ccc(NC(=O)c2ccc3c(c2)C(=O)N(Cc2cccnc2)C3=O)cc1,x,-0.9,8,2,-25,4,-1,-23,2,-10,-12
COC(=O)c1ccc(OC(=O)c2ccc(OC)cc2)c(OC)c1,0,0.4,-4,-2,3,0,3,-4,-1,7,-6
Cc1ccc(NC(=O)CSc2n[nH]c(-c3ccco3)n2)cc1,-6,-0.7,-8,5,13,-2,9,4,13,-6,10

# Further compounds.
SMILES,CaV13 ICDI inh,iPSC survival up,MITF TRPM1 inh,m5-HT2A agonist,HIF-2a block,NR2E3 ag-1,Shn3 3UTR inh,H9c2 protect,PDI inh,NR2E3 ag-2,Peg3 promoter
O=C1/C(=C/c2ccc(S(=O)(=O)O)cc2S(=O)(=O)O)CCc2ccccc21,-7,0.2,x,1,8,x,x,x,x,-37,x
O=[N+]([O-])c1ccc(N2CCN(CCO)CC2)cc1Sc1ccccn1,-13,-0.6,-4,-1,11,0,8,12,2,-13,-4
C=CCOC(=O)C1=C(C)NC(C)=C(C(=O)OCC=C)C1c1cn(-c2ccccc2)nc1-c1ccco1,7,-0.7,1,-1,8,-1,11,10,-3,-24,-2
Cc1csc2nc(O)c(C(=O)NCCCc3ccccc3)c(=O)n12,-1,-0.1,-1,6,-14,-2,-8,6,6,-9,0
CC(C(=O)N1CCCc2ccccc21)N1C(=O)c2ccccc2C1=O (stereo unspecified),-3,-0.1,-9,-2,15,-1,-4,4,2,-9,5
CCOC(=O)c1cc(C(=O)Nc2ccccc2F)nn1C,-7,-2.2,-66,-2,-245,-1,-127,4,5,-157,-260
Cc1c(Cl)ccc2sc(NC(=O)CN3C(=O)c4ccccc4C3=O)nc12,-4,1.8,5,8,-15,-1,-3,18,x,-22,-28
